Assay outcomes deposited in PubChem by National Center for Advancing Translational Sciences (NCATS).
ERG-DNA inh – inhibitors of human ERG Ets domain-DNA interaction; P11308; fluorescence polarization, His-ERG Ets domain / labelled DNA; Potency, µM (titrated, usually from 76.9 µM), for the others: at the highest dose FP activity, negative = inhibition, actives largely listed as inhibitors; 0.028% of 370,000 active; active means well fitted inhibition curve with a large enough effect in the polarisation, with a control signal flat; inconclusive means small, poorly fitted or top-dose-only effect, or effect the other way, or a change in a side signal; inactive means no such curve, though single readings can be large or run the other way; the % refers to the polarisation;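 further: polarization taken with two DNA probes labelled with fluorescein and Texas red; potency means the concentration at half of the fitted maximal effect; % of control where 0% means no effect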
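His-tagged ERG Ets domain (1 uM in the protein solution; 300mM KCl, 50mM Tris-HCl, 1mM EDTA, 1mM DTT, pH 7.5) received compound, then a probe mix of 5 nM fluorescein-DNA and 100nM Texas-615-DNA. Fluorescence polarization was read for both dyes.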
PI4K2A block – PI4K2A (human) kinase inhibition; Q9BTU6; purified PI4K2A, ADP-Glo luminescence, 1 h; active compounds read low; activity change, negative = inhibition, % at 76.9 µM; 0.13% of 420,000 active; AID 1346378; in the data active means activity change below about -50%; inconclusive means mostly about -30% to -49%;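 further: -100% = wells without enzyme as full effect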
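PI4K2A activity was measured by ADP-Glo luminescence: enzyme (4 ug/mL stock) and phosphatidylinositol (1.2 mM stock) in Tris pH 7.5/MgCl2/EGTA/Triton X-100 buffer were reacted with ATP (300 microM stock) for one hour at ambient temperature.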
BAZ2B block – inhibitors of human BAZ2B bromodomain. Q9UIF8. AlphaScreen BAZ2B-H3K14Ac peptide displacement. Potency, µM (top dose mostly 114 µM), inactives show top-dose activity change, negative = inhibition, hits mostly inhibitors. 4.4% of 360,000 active. AID 504333; further: potency means the concentration at half of the fitted maximal effect; on the % scale 0 is the no-effect control and ±100 the full control effect; nearly all actives have a fitted effect of over 60% in size
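BAZ2B (50 nM) with biotin-H3(5-23)K14Ac peptide (50 nM) in PBS pH 7.4, 0.01% Tween-20, preformed 30 min, then compound 30 min at room temperature; top concentration 110uM. AlphaScreen streptavidin donor/nickel chelate acceptor beads (10 ug/mL final), 20 min dark, signal read.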
HP1b binding inh – blocks HP1-beta chromodomain binding to methylated histone tails; Potency, µM (highest dose often 114 µM), without a hit: at the top dose activity change, negative = inhibition, most hits filed as inhibitors; 0.56% of 390,000 active; AlphaScreen HP1-beta / biotin-H3K9me3 peptide binding; P83916; further: potency means the concentration at half of the fitted maximal effect; nearly all actives have a fitted effect of over 70% in size; inactives centre near 23
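AlphaScreen: HP1-beta (50 nM) preformed 30 min with biotin-H3(1-18)K9me3 peptide (50 nM) in PBS pH 7.4, 0.01% Tween-20. Compound added for 30 min at RT, then streptavidin donor/nickel chelate acceptor beads (10 ug/mL) for 30 min.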
Pin1 inhibitor – inhibitors of human Pin1. 0.009% of 390,000 active. Potency, µM (top dose mostly 115 µM), for the others: at the top dose activity, negative = inhibition, hits mostly inhibitors. Pin1 FP peptide displacement, HiFluor488, 10 min; active means well fitted inhibition curve with a large enough effect in the polarisation, with a control signal flat, not every such curve was filed as active; inconclusive means small, poorly fitted or top-dose-only effect, or effect the other way, or a change in a side signal; inactive means no such curve, though single readings can be large or run the other way; the % refers to the polarisation; further: potency means the concentration at half of the fitted maximal effect; on the % scale 0 is the no-effect control and ±100 the full control effect
PGK inhibitor – inhibitors of T. brucei phosphoglycerate kinase. P07378. PGK/GAPDH coupled, Kinase-Glo luminescence, 60 min. Potency, µM (doses to about 57.5 µM), without a hit: at the highest dose activity change, negative = inhibition, usual class: inhibitors. 0.043% of 380,000 active; further: potency means the concentration at half of the fitted maximal effect; on the % scale 0 is the no-effect control and ±100 the full control effect; nearly all actives have a fitted effect of over 60% in size
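Recombinant glycosomal PGK reaction used 1,3-bisphosphoglycerate generated in-well by GAPDH (100nM final) in 100mM TEA pH 7.6, 5mM MgCl2, 0.01% Tween-20. After 60 minutes at room temperature, ATP was read by Kinase-Glo Plus luminescence end-point.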
GLS inhibitor – inhibitors of human glutaminase (GLS). Potency, µM (series often up to 45.5 µM), for inactives: at the top dose activity change, negative = inhibition, usual class: inhibitors. 0.21% of 410,000 active. O94925. GLS enzymatic activity, qHTS titration; further: potency means the concentration at half of the fitted maximal effect; on the % scale 0 is the no-effect control and ±100 the full control effect
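Assay buffer: 45 mM KH2PO4 pH 8.2, 0.02% Tween-20. hKGA acts on L-glutamine (1 mM solution added); product glutamate is reported by an oxidase/peroxidase Amplex Red coupling, with fluorescence taken at baseline and 30 min.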
G9a block – inhibitors of human histone lysine methyltransferase G9a; Q96KQ7; G9a H3K9 monomethylation, AlphaScreen, 2 h; Potency, µM (series often up to 102 µM), inactives show at the highest dose activity, negative = inhibition, most hits filed as inhibitors; 8.8% of 350,000 active; AID 504332; further: potency means the concentration at half of the fitted maximal effect; on the % scale 0 is the no-effect control and ±100 the full control effect; nearly all actives have a fitted effect of over 75% in size
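Methyltransferase reactions run at room temperature for 2 h (20 nM enzyme, 500 nM biotin-H3K9 peptide, 20 uM SAM) after a 15 min compound preincubation; product detected by AlphaScreen beads and anti-H3K9me1 antibody.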
JMJD2A Tudor inh – blocks the human JMJD2A Tudor domain; O75164; AlphaScreen JMJD2A-Tudor / H3K4me3 peptide binding; Potency, µM (doses to about 114 µM), inactives show top-dose activity change, negative = inhibition, actives largely listed as inhibitors; 4.4% of 390,000 active; AID 504339; further: potency means the concentration at half of the fitted maximal effect; on the % scale 0 is the no-effect control and ±100 the full control effect; nearly all actives have a fitted effect of over 50% in size
Target sequence (O75164 whole entry, looked up, the tested form may be a part): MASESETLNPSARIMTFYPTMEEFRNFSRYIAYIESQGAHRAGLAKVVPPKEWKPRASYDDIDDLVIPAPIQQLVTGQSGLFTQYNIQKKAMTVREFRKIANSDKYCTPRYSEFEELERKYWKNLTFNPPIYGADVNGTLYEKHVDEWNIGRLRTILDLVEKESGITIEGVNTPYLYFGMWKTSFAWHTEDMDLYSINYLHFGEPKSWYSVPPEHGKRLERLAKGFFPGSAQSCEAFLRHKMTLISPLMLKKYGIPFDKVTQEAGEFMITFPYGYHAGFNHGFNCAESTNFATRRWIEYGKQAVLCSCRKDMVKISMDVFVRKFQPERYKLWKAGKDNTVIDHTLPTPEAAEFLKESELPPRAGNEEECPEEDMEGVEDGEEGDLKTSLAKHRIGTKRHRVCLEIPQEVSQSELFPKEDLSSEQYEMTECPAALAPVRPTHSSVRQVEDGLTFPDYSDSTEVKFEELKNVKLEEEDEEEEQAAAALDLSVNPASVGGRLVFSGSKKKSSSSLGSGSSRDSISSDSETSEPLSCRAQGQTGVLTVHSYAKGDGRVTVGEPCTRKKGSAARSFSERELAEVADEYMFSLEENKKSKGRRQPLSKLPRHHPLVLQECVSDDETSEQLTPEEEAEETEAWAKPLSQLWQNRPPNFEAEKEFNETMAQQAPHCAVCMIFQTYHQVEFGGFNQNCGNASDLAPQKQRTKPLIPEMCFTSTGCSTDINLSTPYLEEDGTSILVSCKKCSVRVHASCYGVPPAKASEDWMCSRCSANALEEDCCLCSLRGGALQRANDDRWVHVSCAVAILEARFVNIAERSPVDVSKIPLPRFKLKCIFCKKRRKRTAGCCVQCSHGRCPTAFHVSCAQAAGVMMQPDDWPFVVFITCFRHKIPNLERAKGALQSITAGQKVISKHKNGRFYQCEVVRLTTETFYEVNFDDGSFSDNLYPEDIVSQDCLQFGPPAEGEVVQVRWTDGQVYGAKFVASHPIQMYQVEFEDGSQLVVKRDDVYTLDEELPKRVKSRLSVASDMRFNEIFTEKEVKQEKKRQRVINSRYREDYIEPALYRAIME
An asterisk follows results filed as active; i = inactive; ? = inconclusive; / = not tested or not shown; [ ] = dose if it differs, or a comment. Unless noted, the call rests on the fitted dose curve; in most records, active means well fitted curve in the direction sought with a large enough effect; inconclusive means small, poorly fitted or top-dose-only effect, or another doubt; inactive means no such curve, though single readings can be large; an effect the other way counts as inactive or inconclusive.

SMILES | ERG-DNA inh | PI4K2A block | BAZ2B block | HP1b binding inh | Pin1 inhibitor | PGK inhibitor | GLS inhibitor | G9a block | JMJD2A Tudor inh
O=C(Nc1c(C(=O)Nc2cccc3ccccc23)cnn1-c1ccccc1)c1ccco1 | -3% | -20 | 17% | -1% | -9% | -6% | 20% | -13%[59 µM] | -12%
COc1ccc(CN(C(=S)Nc2ccccc2)C2CC(=O)N(c3ccc(Cl)cc3)C2=O)cc1 (stereo unspecified) | 2% | 0 | -24% | 1% | -2% | -7% | 5% | 37%[12.7 µM] | -25%
COC(=O)c1ccccc1NC(=S)N1CCN(c2ccccn2)CC1 | -3% | -20 | / | 35% | 6% | 6% | 6% | ? | -19%
O=C(N/N=C/c1ccccc1C(=O)O)c1ccccc1Br | -11% | -4 | -4% | 8% | 1% | -5% | 26% | -41% | -21%
Cc1cc(OC(C)C(=O)N(Cc2ccco2)C2CCS(=O)(=O)C2)cc(C)c1Cl (stereo unspecified) | -6% | 3 | 1% | 12% | 2% | -4% | 0% | -11% | -21%
Cc1ccc(Cl)cc1N(CC(=O)NCc1ccc2c(c1)OCO2)S(C)(=O)=O | 12% | 6 | 4% | 3% | 15% | -1% | -16% | 13% | ?
Cc1c(C(=O)OCC(=O)N(C)CC(=O)Nc2ccc(F)cc2)oc2ccccc12 | 7% | -4 | 6% | 34% | 5% | 0% | -1% | 8%[12.7 µM] | -7%
CCOCC(=O)N(CC)Cc1ccccc1 | -4% | -4 | -3% | 51%[activator] | -1% | 19% | 5% | -4% | -9%
CCN(CC(=O)Nc1ccc(OC)cc1)C(=O)Cc1ccsc1 | 4% | -3 | 8% | 22% | 1% | 5% | 1% | 9%[59 µM] | -8%
O=C(O)CSCNC(=O)C12CC3CC(CC(C3)C1)C2 | -8% | 0 | 0% | 33%[activator] | -7% | 10% | 19% | -2%[59 µM] | 2%
O=C(NCc1cccc(CNC(=O)C(=O)NCc2ccco2)c1)C(=O)NCc1ccco1 | 2% | ? | ? | -6% | 9% | ? | -15% | ? | ?
N#CCC(=O)N/N=C\c1ccc(OC/C=C/c2ccccc2)cc1 | 5% | 0 | -11% | 30% | 4% | 2% | 2% | -6% | -24%
CC(C)c1ccc(NC(=S)Nc2cccc3ccccc23)cc1 | 7% | 4 | ? | -14% | ? | -2% | -5% | ? | ?
Nc1nc(SCC(=O)NC2CCCCCC2)[nH]c(=O)c1-c1ccccc1 | 0% | 10 | 5% | 9% | 3% | 2% | 3% | 12%[59 µM] | -13%
COc1cc(/C=C/C(=O)NCCN2CCOCC2)cc(OC)c1OC | 3% | 3 | 2% | 24% | 1% | 9% | 16% | 22%[59 µM] | -12%
CCOC(=O)COc1cc(-n2c(=S)[nH]c3ccccc3c2=O)c(Cl)cc1Cl | -13% | -2 | -36% | 23% | 2% | -2% | -3% | 4% | -13%[11.4 µM]
COc1ccc(Br)cc1CNC(=O)CN1C(=O)C(c2ccccc2)Oc2cccnc21 (stereo unspecified) | 11% | 2 | 50µM* | 50%[activator] | ? | 0% | 4% | 20% | -24%
CCN(CCCNC(=O)c1cc2cc3cc(OC)ccc3nc2s1)c1ccccc1 | 1% | -4 | -27% | 17% | 19% | -2% | 14% | ? | ?
CCOC(=O)c1ccccc1NC(=O)c1cn(-c2ccc(OC)cc2)c(=O)c2ccccc12 | 3% | -3 | -7% | 20% | -2% | i | 7% | 14% | -20%
Cn1cc(CN2CCCC(CO)C2)c(-c2ccc(Oc3ccccc3)cc2)n1 (stereo unspecified) | 0% | 6 | 3% | 11% | -1% | i | -1% | 5% | -28%
CC1(C)C[C@H]2C3=CCC4[C@@]5(C)CC[C@H](O)[C@@](C)(CO)C5CC[C@@]4(C)[C@]3(C)C[C@@H](O)[C@@]2(CO)[C@@H](O)[C@@H]1O (stereo partly specified) | -10% | -3 | / | 45%[activator] | -6% | -5% | 5% | / | 3%
Cc1ccc(C(=O)CSc2nnc(C3CC3)n2C2CC2)s1 | 6% | 2 | 5% | 44%[activator] | 23% | 0% | 3% | 7%[59 µM] | 8%
O=c1oc2ccc(Cl)cc2nc1/C=C(\O)c1cccs1 | 2% | -4 | 50µM* | -1% | ? | -6% | ? | 3.2µM* | ?
NNc1ccc(S(=O)(=O)N2CCCCC2)cn1 | -10% | -6 | -18% | 41%[activator] | -5% | 1% | 24% | -18%[12.7 µM] | -26%
CCC(C)[C@H](NC(=O)N1CC(=O)Nc2ccccc21)C(=O)N[C@H](Cc1c[nH]c2ccccc12)C(=O)O (stereo partly specified) | 2% | 0 | 19% | 24% | -16% | -3% | 7% | / | -20%
COC(=O)c1ccc(S(=O)(=O)NC(C)(C)C)n1C | 1% | 4 | -3% | 10% | -1% | 7% | 2% | 10% | -4%
O=C(c1ccc2c(c1)N(Cc1ccc(Cl)cc1)C(=O)c1ccccc1S2=O)N1CCC(Cc2ccccc2)CC1 (stereo unspecified) | -3% | 0 | ? | 8% | 14% | 8% | 9% | -11%[59 µM] | -23%
O=C(COc1ccc(C(=O)c2ccccc2)cc1)NCc1ccc(F)cc1 | -2% | 5 | 13% | 28% | 4% | -1% | 2% | -8%[59 µM] | -8%
Nc1c(C(=O)Nc2ccccc2)nnn1Cc1ccc(F)cc1Cl | 4% | -6 | ? | 53%[activator] | -7% | / | 1% | 45%[activator][59 µM] | -19%
COc1ccc(-c2cc(C(F)(F)F)nc(-n3ccnc3)n2)cc1 | 3% | -1 | -5% | 29% | -7% | 1% | 2% | 3%[59 µM] | 3%
Cc1ccc(CN(C(=O)COc2ccc(C(C)(C)C)cc2)C2CCS(=O)(=O)C2)o1 (stereo unspecified) | 1% | -1 | -30% | -10% | 3% | / | 3% | -46%[59 µM] | ?
CCCCC(=O)Nc1ccc(C(=O)NNC(=O)CCCOc2ccc(Cl)cc2Cl)cc1 | -1% | 2 | 4% | 8% | 0% | 4% | 6% | 50µM* | -32%
COC(=O)CN1C(=O)[C@H]2[C@@H](C3CC3)N3C(=O)CN(Cc4ccccn4)C(=O)[C@@]3(Cc3ccccc3)[C@H]2C1=O | -2% | 4 | 3% | 27% | -7% | 5% | 2% | -3% | -17%
CC(C)c1ccc(S(=O)(=O)N2CCN(C(=O)c3ccco3)CC2)cc1 | -4% | 3 | 4% | 36% | 1% | -9% | 1% | ? | -5%
Cc1ccc(C(=O)NCc2ccc(Cl)cc2)o1 | -8% | -13 | 1% | 10% | -2% | -9% | 0% | 22%[59 µM] | -12%
C=CCN1C(=O)c2cccc3c(N4CCCCC4)ccc(c23)C1=O | -1% | -8 | 84%[activator] | 437%[activator] | ? | 0% | -9% | 107%[activator] | 277%[activator]
Cc1cccc(NC(=O)c2ccc3nccnc3c2)c1C | 0% | -6 | 8% | -5% | 1% | 0% | 4% | 11% | -7%
COc1ccccc1C1C(C(C)=O)=C(O)C(=O)N1CCc1ccccc1 (stereo unspecified) | 10% | 4 | -38% | 43%[activator] | -1% | -4% | 7% | 45µM* | -22%[57.1 µM]
CCOC(=O)N1CCN(S(=O)(=O)c2ccc(C(=O)N(CCCN(C)C)c3nc4ccc(OC)cc4s3)cc2)CC1 | 2% | -1 | -18% | 10% | 0% | 7% | 11% | ? | -17%
Cc1c(C(=O)NCc2ccc(F)cc2)oc2ccc(S(=O)(=O)N3CCOCC3)cc12 | -13% | 3 | 6% | 16% | 0% | -5% | -5% | 2% | 4%
CCN(CC(=O)NCCc1ccc(S(N)(=O)=O)cc1)Cc1ccccc1 | 3% | 1 | 1% | 33% | 3% | 1% | 8% | -4% | -16%
c1ccc(-c2ccc3sccc3n2)cc1 | 3% | -8 | / | 74%[activator] | -1% | -11% | 0% | / | 44%[activator]
C=CCn1c(NC(=O)c2ccc(C)cc2)nc2ccccc21 | -13% | -1 | -23% | 44%[activator] | -1% | -5% | -14% | 45% | -9%
C/C=C/c1ccc(OCC(O)CNCC(c2ccc(OC)cc2)N(C)C)c(OC)c1 (stereo unspecified) | 3% | 11 | 18µM* | -15% | -4% | i | 5% | ? | 22µM*
CCCC(=O)c1c[nH]c(C(=O)NCCCN2CCOCC2)c1 | -1% | 4 | 4% | 13% | -2% | 1% | 3% | 11%[12.7 µM] | -5%
Cc1cc(C)cc(-n2c(SCC(=O)N3CCOCC3)nc3c([nH]c4ccccc43)c2=O)c1 | 3% | 1 | 34%[activator] | 51%[activator][57 µM] | 5% | -7% | 7% | 6%[59 µM] | -5%
Cc1ccc(C)c(NC(=O)CSc2ccc(S(=O)(=O)N3CCCC3)cn2)c1 | -4% | -5 | 11% | 68%[activator] | 28% | -10% | -7% | 0%[12.7 µM] | -7%
COc1cc(N=c2oc3c(C)ncc(CO)c3cc2C(N)=O)cc(OC)c1OC | 14% | -3 | ? | 8% | -2% | 0% | 7% | -32%[59 µM] | -18%
Cc1ccc(C(=O)C(C)OC(=O)C2CCN(c3ccc(C(F)(F)F)cn3)CC2)cc1C (stereo unspecified) | -4% | 0 | 17% | 75%[activator] | -3% | -4% | -1% | 65%[activator] | 37%[activator]
CC(C)CCOc1ccc(Cn2c(=O)oc3ccccc32)cc1 | 0% | 0 | 4% | 33%[activator] | -12% | -10% | 0% | 15%[59 µM] | 10%
